Screens from PubChem BioAssay.
Exocytosis inh – LAMP-1 surface exposure blockers, TALL-104 cells – cell-based, flow cytometry, MLPCN library, primary screen | TALL-104 LAMP-1 surface exposure; cells stimulated with thapsigargin and PMA | inhibition, % at 10 µM | hit rate 0.66% among 360,000;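 active = inhibition above about 55%, limit read from the data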
NR5A2 inv ag – LRH-1 (NR5A2) inverse agonists, primary screen, cell-based, luminescence, HEK293T, StAR-luciferase reporter; LRH-1 transfected, 24 h; inhibition, % at 3.6 µM; hit rate 0.13% among 360,000; AID 602396, 2012;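 active = inhibition above the mean inhibition of all tested compounds plus 3 SD, cut at about 73% in these data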;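 note: 0% = DMSO wells and 100% = reporter-only cells lacking LRH-1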
COUP-TFII inh – NR2F2 transcriptional activity inhibitors, primary screen, cell-based, luciferase reporter, HEK293T, luminescence | hit rate 0.7% among 370,000 | inhibition, % at 8.6 µM | HEK293T NGFI-A luciferase reporter;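 active = inhibition above a per-plate cutoff, mean inhibition of test wells between control levels plus 3 SD, cut at about 38% in these data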;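 note: cells cotransfected with COUP-TFII expression vector driving the NGFI-A reporter; 0% = median of COUP-TF2 test wells and 100% = reporter-only cells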
Target sequence (P24468 whole entry, looked up): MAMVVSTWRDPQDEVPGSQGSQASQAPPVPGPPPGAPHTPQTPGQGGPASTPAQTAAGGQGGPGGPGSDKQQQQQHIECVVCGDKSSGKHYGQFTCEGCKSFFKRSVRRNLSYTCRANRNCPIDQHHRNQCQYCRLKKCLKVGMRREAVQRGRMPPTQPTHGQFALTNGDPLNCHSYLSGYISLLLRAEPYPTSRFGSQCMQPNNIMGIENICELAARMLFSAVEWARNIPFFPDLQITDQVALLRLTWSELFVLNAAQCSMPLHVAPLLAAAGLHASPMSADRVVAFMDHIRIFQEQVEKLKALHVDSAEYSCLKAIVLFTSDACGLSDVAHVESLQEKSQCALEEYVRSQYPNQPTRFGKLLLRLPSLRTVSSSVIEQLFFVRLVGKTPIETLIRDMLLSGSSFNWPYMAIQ
NCOA3 inh – SRC3 coactivator transcriptional activity inhibitors, primary screen, cell-based, luminescence. inhibition, % at 3.6 µM. HEK293 GAL4-SRC3 luciferase reporter. AID 588352, 2011. hit rate 0.17% among 360,000. Nuclear receptor coactivator 3 (Homo sapiens), Q9Y6Q9;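 active = inhibition above a per-campaign cutoff, the mean of all compounds plus 3 SD, cut at about 60% in these data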;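 note: 0% = DMSO-treated cells and 100% = gossypol-treated cells at 36 µM; higher means less SRC3-driven luciferase light from the GAL4 reporter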
ABHD5 PLIN5 PPI – ABHD5-PLIN5 interaction inhibitors, primary screen, cell lysate, split luciferase complementation, luminescence; Split G. princeps luciferase complementation, 4 h; inhibition, % at 4 µM; hit rate 0.78% among 360,000;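 active = inhibition above the mean inhibition across every tested compound plus 3 SD, cut at about 22% in these data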;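 note: 0% = DMSO only wells and the 100% control is not disclosed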
TWEAK Fn14 block – inhibitors of TWEAK-Fn14 signaling, primary screen, luciferase reporter cells, uHTS | TWEAK-stimulated Fn14 reporter cells, luciferase luminescence, 8 h | inhibition, % at 10 µM | hit rate 2% among 360,000 | AID 1159606, 2016; in the data active = inhibition above about 50%
TROY signal inh – inhibitors of TROY-driven NF-kB signaling, primary screen, Q293 LMP1-TROYcd cells, NF-kB luciferase, uHTS. Q293 LMP1-TROYcd NF-kB luciferase reporter, 4 h. inhibition, % at 10 µM. hit rate 0.98% among 360,000. AID 1347056, 2019;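 active = compounds whose plate-normalised and pattern-corrected inhibition of the luciferase reporter signal at the single screening dose is 50% or more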
TLR9-MyD88 block – inhibitors of TLR9-MyD88 association in cells, primary screen, cell-based, CHO, BLA complementation, fluorescence; CCF4 FRET ratio; AID 504734, 2011; hit rate 0.21% among 340,000; inhibition, % at 4.98 µM; Toll-like receptor 9 (Homo sapiens) + Myeloid differentiation primary response protein …;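 active = inhibition above the mean over all tested compounds plus 3 SD, cut at about 21% in these data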;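 note: 0% = DMSO only wells and 100% = clavulanate BLA inhibitor control wells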
NCOA2 inhibitor – inhibition of GAL4-SRC2 driven luciferase reporter, primary screen, SRC2 inhibitor project, cell-based, luminescence; AID 651957, 2012; HEK293 GAL4-SRC2 luciferase reporter; Nuclear receptor coactivator 2 (Homo sapiens), Q15596; inhibition, % at 9 µM; hit rate 0.17% among 370,000;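 active = inhibition above the mean inhibition of all tested compounds plus 3 SD, set per campaign, cut at about 52% in these data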;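 note: 0% = DMSO treated cells and 100% = cells given Gossypol at 36 µM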
NCOA1 inh – SRC1 coactivator transcriptional activity inhibitors, primary screen, cell-based, luminescence. Nuclear receptor coactivator 1 (Homo sapiens), Q15788. HEK293 GAL4-SRC1 luciferase reporter. inhibition, % at 3.6 µM. hit rate 0.12% among 360,000. AID 588354, 2011;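 active = inhibition above the campaign mean plus 3 SD, with each screening campaign given its own cutoff, cut at about 60% in these data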;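 note: 0% = DMSO treated cells and 100% = gossypol at 36 µM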
NOD2 RIPK2 PPI – NOD2-RIPK2 binding disruptors in cells, primary screen, fluorescence, CHO cells, BLA complementation; Receptor-interacting serine/threonine-protein kinase 2 (Homo sapiens), O43353; CCF4 ratio; inhibition, % at 4.98 µM; hit rate 0.38% among 360,000; AID 624267, 2012; in the data active = inhibition above about 21%;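 note: 0% = vehicle only and 100% = reference blocker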
Target sequence (O43353 whole entry, looked up): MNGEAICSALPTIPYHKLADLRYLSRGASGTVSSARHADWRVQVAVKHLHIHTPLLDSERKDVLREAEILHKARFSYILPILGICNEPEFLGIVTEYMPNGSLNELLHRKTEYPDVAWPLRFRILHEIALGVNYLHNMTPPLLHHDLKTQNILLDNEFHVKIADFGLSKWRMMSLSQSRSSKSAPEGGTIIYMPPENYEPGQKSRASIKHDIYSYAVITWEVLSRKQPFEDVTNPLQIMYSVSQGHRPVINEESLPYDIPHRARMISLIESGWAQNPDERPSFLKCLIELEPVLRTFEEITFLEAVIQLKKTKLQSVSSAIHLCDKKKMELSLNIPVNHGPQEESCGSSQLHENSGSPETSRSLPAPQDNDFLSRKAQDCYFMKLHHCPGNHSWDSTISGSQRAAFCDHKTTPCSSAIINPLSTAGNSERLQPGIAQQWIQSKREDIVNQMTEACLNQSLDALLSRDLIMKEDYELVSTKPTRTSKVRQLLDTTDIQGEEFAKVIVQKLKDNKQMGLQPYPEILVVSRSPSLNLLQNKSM
* marks the source's active call; other numbers are inactive results; / = no result given. Not all compounds are listed; rates above refer to the full screens.

Every second line gives: COUP-TFII inh	NCOA2 inhibitor	TLR9-MyD88 block	NCOA3 inh	TWEAK Fn14 block	NCOA1 inh	NR5A2 inv ag	ABHD5 PLIN5 PPI	Exocytosis inh	NOD2 RIPK2 PPI	TROY signal inh
1. COc1nc(-c2ccc(Cl)cc2Cl)nc2ccccc12
  -7	-13	-1	-4	-23	4	4	0	-29	2	-30
2. CC(C)NC(=O)CC1C(=O)NCCN1CC(c1ccccc1)c1ccccc1 (stereo unspecified)
  -4	5	-7	-13	1	-4	-8	-3	-6	4	9
3. CC(=O)Oc1ccc(/C=C(\NC(=O)c2ccco2)C(=O)Nc2ccc(C(C)=O)cc2)cc1
  -1	-3	-1	-1	-2	1	-19	-6	1	-1	-28
4. CN(c1cccc(NC(=O)CN(c2ccc(C34CC5CC(CC(C5)C3)C4)cc2)S(C)(=O)=O)c1)S(C)(=O)=O
  /	/	-7	-3	61*	-6	-2	1	7	3	23
5. Cc1c(C(=O)OCC(=O)Nc2ccccc2OC(F)F)cccc1[N+](=O)[O-]
  9	4	-1	5	-6	-15	-5	2	2	-15	1
6. O=C(CO)N/N=C/c1ccc(Cl)cc1
  4	-14	-5	-11	-11	-26	-4	5	-2	4	-16
7. CC(=O)Oc1ccc(-c2nc3cc(Cl)ccc3c(=O)o2)cc1
  -15	2	-4	1	-6	-23	17	-2	-3	-5	2
8. CC1CC(C)CN(C(=O)Cn2nnc(-c3ccccc3)n2)C1 (stereo unspecified)
  -8	-6	-11	-2	-4	-12	-3	4	-1	5	-7
9. Cn1c(SCC(=O)N2CCN(S(=O)(=O)c3ccccc3)CC2)nc2ccccc21
  /	/	-1	13	6	1	18	0	3	10	-4
10. CCOc1ccccc1NC(=O)CSc1nnc(-c2ccco2)o1
  9	-17	0	-7	-5	-6	16	1	2	4	-5
11. C=CCN1C=C2C(=O)C(C)(OC(=O)CCC(=O)OC)C(=O)C=C2C=C1C1CC1 (stereo unspecified)
  0	-23	0	-6	-12	-1	-15	-4	-11	0	0
12. COc1ccc2[nH]c(CN3CCN(CCC(C)C)C(CCO)C3)c(C)c2c1 (stereo unspecified)
  12	8	5	10	12	2	-7	2	12	-10	6
13. Cc1ccc(OCC(=O)N2CCN(C(=O)c3cccnc3)CC2)cc1
  0	-13	-2	-6	6	-1	13	0	-1	-3	6
14. COc1ccccc1CNC(=O)Cn1cnc2ccccc2c1=O
  12	-4	-3	8	-13	0	6	2	-3	-8	-22
15. CC(=O)Nc1ccc(S(=O)(=O)Nc2nc3ccccc3nc2Nc2cccc(O)c2)cc1
  0	-50	-6	7	0	2	-13	-4	-3	10	14
16. CCOc1ccc(C(=O)c2ccc([N+](=O)[O-])cc2Cl)cc1
  4	-2	1	11	-32	-18	11	4	16	2	-28
17. Cc1ccc2c(c1)N(CC(=O)N1CCN(c3ccccc3)CC1)C(=O)C(C)O2 (stereo unspecified)
  -5	2	-11	-10	8	2	-4	1	-2	2	-9
18. CCCn1nc(NS(=O)(=O)c2ccccc2)c2cc3ccccc3nc21
  -6	11	-8	2	5	12	14	-2	-1	-4	3
19. O=C(NCCCN1CCCC1)c1cccc(N2CCCC2=O)c1
  14	-33	7	9	-8	3	-14	0	5	3	5
20. C[C@H](O)[C@@H]1CN2CCc3c([nH]c4ccccc34)[C@@H]2C[C@@H]1N(C)C(=O)Nc1ccc(F)cc1
  -2	-2	3	3	1	-6	19	9	-3	-6	-5
21. CCCCOc1ccc(OCCCN2CCOCC2)cc1
  -7	4	-2	-10	-12	-11	-42	-1	4	-5	-9
22. Oc1ccc(C(c2nnnn2CCc2ccccc2)N2CCN(c3nc4ccccc4s3)CC2)cc1 (stereo unspecified)
  -4	22	-10	11	37	-8	-2	1	18	1	29
23. Cc1nnc(SCC(=O)O)o1
  -8	-29	-2	-3	2	-8	-13	-2	1	-11	10
24. COc1ccc(-n2c(SCC(=O)Nc3sc4c(c3C#N)CCCC4)nnc2-c2ccccc2OC)cc1
  6	-2	-5	-18	-11	7	-19	5	7	2	-19
25. CC[n+]1c(/C=C(\C)OC)sc2ccccc21
  -11	-35	-3	4	13	-17	-15	0	2	2	-4
26. CC(=O)N1CCc2cc(C(=O)CN3CCC(C)CC3)ccc21
  -14	-3	-3	-35	11	-1	-6	2	2	0	-2
27. Cc1ccc(-c2cc(-c3ccccc3)nc(N)c2C#N)o1
  -8	2	5	4	34	-7	19	2	-10	-11	-15
28. CC(C1CC1)N(C(=O)c1ccccc1O)c1ccccc1 (stereo unspecified)
  14	8	6	-13	-27	-15	-2	-2	-1	-16	-52
29. O=C1CC(c2ccc(Cl)cc2)n2nc(N3C(=O)CCC3=O)nc2N1 (stereo unspecified)
  -13	-9	2	15	-5	-34	-3	-3	1	4	10
30. O=C(OCc1nnc(-c2ccccc2)o1)c1ccc2c(c1)OCCO2
  -10	-26	5	-22	-12	-10	-20	-3	0	-6	-8
31. Cc1ccc(CNC(=O)C2CCC(=O)N2Cc2ccccc2Cl)cc1 (stereo unspecified)
  5	-23	-3	-3	0	-4	-6	-3	12	-3	1
32. CCn1c(=NC(=O)c2cccc(N3C(=O)CCC3=O)c2)sc2c(C)ccc(OC)c21
  -6	14	-2	-14	-35	-24	6	-3	4	4	-24
33. Cc1cccc(NC(=O)CCN2C(=O)C3C4C=CC(C4)C3C2=O)n1 (stereo unspecified)
  12	12	-5	-1	7	-9	1	-1	1	-19	6
34. Cc1cc(C)cc(C(=O)NCC(=O)OCN2C(=O)c3ccccc3C2=O)c1
  11	-10	-4	5	5	11	-4	6	-1	4	15
35. CC1CCC(NC(=O)COC(=O)CSc2ccc(C(N)=O)cc2[N+](=O)[O-])CC1 (stereo unspecified)
  -5	-14	-5	3	-4	-12	-6	-3	-4	-7	0
36. CC1COC(=C2C(=O)OCC2C)C1 (stereo unspecified)
  -6	11	-4	5	-7	9	14	-5	9	-15	-6
37. CCN(CCn1cccn1)C(=O)c1cc(COc2ccc(F)c(F)c2)on1
  -36	-8	-1	-11	0	-29	-19	2	-1	1	-38
38. N#CC(=C1CCCC1)c1nc(-c2ccccc2O)cs1
  /	/	-1	-80	-5	-113	-148	-3	-2	-10	-16
39. COc1ccc2c(=O)c3ccccc3oc2c1
  -21	-62	-6	-36	-30	-62	-101	-12	-2	-9	-112
40. COc1ccccc1P(=O)(Cc1ccccc1[N+](=O)[O-])c1ccccc1 (stereo unspecified)
  -24	-3	-17	-26	15	15	27	5	20	-5	11
41. COc1ccc(/C=C2\SC(=S)N(CCCC(=O)Nc3cccc(C(=O)O)c3)C2=O)cc1OC
  12	17	-11	7	8	-2	1	4	-5	-4	26
42. CCN1CCN(C(=O)CN2C(=O)c3ccccc3S2(=O)=O)CC1
  -15	-85	4	-7	28	-28	-32	-3	-2	-2	62*
43. Oc1ccc2ccccc2c1-c1sc(Nc2ccccc2)n[n+]1-c1ccc(F)cc1
  -5	7	0	-5	-11	-2	3	2	-4	3	-20
44. CCCCNC(=S)Nc1cccc2cnccc12
  14	1	-1	11	28	3	27	-6	-1	-8	22
45. CC/C(C)=N/Nc1nc2c(c(=O)[nH]c(=O)n2C)n1CCc1ccccc1
  -4	-9	-12	6	-14	5	14	8	3	-2	-15
46. COc1cccc(NC(=O)CN(C)C(=O)c2ccc(NC(=O)CC3SC(N4CCCC4)=NC3=O)cc2)c1 (stereo unspecified)
  12	10	-5	7	2	-11	-5	2	-1	-10	13
47. O=C(COc1cccc(Br)c1)N/N=C1\CCSC1
  -6	8	5	14	3	-61	-3	4	-12	-6	-13
48. COc1cc(C(=O)NCCOc2cc(C)cc(C)c2)cc(OC)c1OC
  3	-3	2	11	31	5	30	4	-10	-8	-14
49. CCOc1ccccc1NC(=O)CC(O)(C(F)(F)F)C(F)(F)F
  9	-2	0	-17	-21	-10	1	1	4	-4	5
50. C=CCc1ccc(OCCCCNC(C)CC)c(OC)c1 (stereo unspecified)
  14	7	8	13	9	6	9	7	-4	-11	-9
51. O=c1oc2ccccc2c2c1ccc1ccccc12
  1	9	-2	3	-39	3	-1	4	1	-1	-46
52. COc1ccc(OC)c(S(=O)(=O)N/N=C\c2ccc3c(c2)OCO3)c1
  -8	-22	6	-7	-29	-63	22	-3	-2	-9	-23
53. Cc1onc(C(=O)NN)c1C(=O)Nc1ncc(C(F)(F)F)cc1Cl
  13	-21	4	-29	-4	-3	-11	-10	-5	0	-1
54. CCOc1ccc(N(CC(=O)NCCSCc2ccccc2)S(=O)(=O)c2ccccc2)cc1
  -7	-31	4	7	0	-8	3	-6	0	-7	-15
55. C=CCOc1c(CNc2ncn[nH]2)cccc1OCC
  5	2	-3	2	31	0	12	-1	-2	-8	-2
56. CCN1C(=O)c2ccccc2S(=O)c2ccc(C(=O)NCCN(CC(C)C)CC(C)C)cc21 (stereo unspecified)
  23	-11	-15	3	11	1	1	-5	11	0	14
57. CC(C)OCCCNC(=S)NNC(=O)c1ccc(Cl)c(Cl)c1
  4	-2	6	-8	6	-20	-36	5	0	2	-4
58. O=C(CSc1nnc(CNC(=O)c2ccccc2)o1)NCc1ccccc1
  4	-32	-3	21	3	-5	-25	0	0	-7	12
59. CCOc1ccccc1NC(=O)c1ccc2ccccc2c1
  16	-15	-5	-20	-9	-31	-23	5	-6	-3	-41
60. COc1ccc(N2CCN(C(c3ccccc3)c3nnnn3Cc3ccc(F)cc3)CC2)cc1 (stereo unspecified)
  5	-10	-4	7	15	-2	2	-1	1	14	19
61. CC(C)C(NC(=O)OCc1ccccc1)C(=O)OCC(=O)N1C(C)CCCC1C (stereo unspecified)
  /	/	-3	-8	-13	-3	3	5	2	2	-16
62. COCCCn1c(SCc2ccccc2)nc2cc(OC)c(OC)cc2c1=N
  -6	11	1	13	-20	3	16	0	84*	12	-12
63. CCc1ccc(-n2cc(-c3ccc(F)cc3)[n+]3c2SCCC3)cc1
  35	1	8	35	14	27	45	8	1	2	28

3 structures already listed, sorted by molar mass, falling:
Every second line gives: COUP-TFII inh	NCOA2 inhibitor	TLR9-MyD88 block	NCOA3 inh	TWEAK Fn14 block	NCOA1 inh	NR5A2 inv ag	ABHD5 PLIN5 PPI	Exocytosis inh	NOD2 RIPK2 PPI	TROY signal inh
46. COc1cccc(NC(=O)CN(C)C(=O)c2ccc(NC(=O)CC3SC(N4CCCC4)=NC3=O)cc2)c1 (stereo unspecified)
  12	10	-5	7	2	-11	-5	2	-1	-10	13
49. CCOc1ccccc1NC(=O)CC(O)(C(F)(F)F)C(F)(F)F
  9	-2	0	-17	-21	-10	1	1	4	-4	5
59. CCOc1ccccc1NC(=O)c1ccc2ccccc2c1
  16	-15	-5	-20	-9	-31	-23	5	-6	-3	-41
